# High-throughput results (PubChem)
# RPL19A-GFP yeast: RPL19A-GFP expression modulators in yeast, primary screen, cell-based, S. cerevisiae, multiplex flow cytometry, MLPCN; S. cerevisiae RPL19A-GFP strain, 3 h; active compounds read low; percent response vs DMSO, % at 10 µM; 330,000 compounds, 0.3% hits;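 active means percent response vs DMSO below 50%; inconclusive means fewer than 70 events counted for the yeast strain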;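 further: median channel GFP fluorescence of the barcoded RPL19A-GFP strain; ratio of sample median GFP to plate DMSO average so 100% = DMSO; lower means less RPL19A-GFP as with rapamycin TOR inhibition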
# CIT2-GFP yeast: modulators of CIT2-GFP expression in yeast, primary screen, S. cerevisiae, GFP fusion, multiplex flow cytometry, MLPCN library | S. cerevisiae CIT2-GFP strain, 3 h; 100 means same as DMSO wells | GFP response vs DMSO, % at 10 µM | 320,000 compounds, 0.065% hits;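 active means GFP response relative to DMSO above a set limit, near the screen mean plus 3 SD, cut at about 150% in these data; inconclusive means Fewer than 70 cells measured for a yeast strain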;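 further: ratio of well median GFP fluorescence to mean of DMSO wells on the plate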
# AGP1 TOR yeast: modulators of AGP1-GFP expression in yeast TOR pathway, primary screen, cell-based, multiplex flow cytometry, S. cerevisiae, MLPCN library; 3 h; GFP as percent of DMSO wells; GFP response vs DMSO, % at 10 µM; 320,000 compounds, 0.02% hits; AID 2066, 2009;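 active means GFP response relative to DMSO above a set limit, near screen average plus 3 SD, cut at about 150% in these data; inconclusive means fewer than 70 cells counted for the yeast strain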;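 further: median GFP channel fluorescence of the gated AGP1 strain per well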
# Yeast superoxide: reduction of superoxide in aged yeast, primary screen, HTS. S. cerevisiae aged cells, superoxide DHE fluorescence; active compounds read low. superoxide response (% of plate mean), % at 10 µM. 330,000 compounds, 0.18% hits. AID 2690, 2010;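 active means superoxide response under a set limit, about three screen SD below normal, cut at about 65% in these data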;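 further: yeast aged for seven days with compound at 30 °C before DHE staining; 100% = average MFI of all compound-treated wells on the plate with controls excluded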
# GRK2 inh: compounds blocking aptamer binding on GRK2 – biochemical, human GRK2, bead flow cytometry, HTS, primary screen. Beta-adrenergic receptor kinase 1 (Homo sapiens), P25098. FAM-aptamer displacement from GRK2. inhibition of aptamer binding, % at 10 µM. 330,000 compounds, 0.59% hits;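 active means inhibition of aptamer binding above 40%, roughly 3 SD of noise, on plates passing a quality check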;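 further: median bead fluorescence of bound FAM aptamer so fluorescent compounds give negative values; no value below 0 was filed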
# Target sequence (P25098 whole entry, looked up): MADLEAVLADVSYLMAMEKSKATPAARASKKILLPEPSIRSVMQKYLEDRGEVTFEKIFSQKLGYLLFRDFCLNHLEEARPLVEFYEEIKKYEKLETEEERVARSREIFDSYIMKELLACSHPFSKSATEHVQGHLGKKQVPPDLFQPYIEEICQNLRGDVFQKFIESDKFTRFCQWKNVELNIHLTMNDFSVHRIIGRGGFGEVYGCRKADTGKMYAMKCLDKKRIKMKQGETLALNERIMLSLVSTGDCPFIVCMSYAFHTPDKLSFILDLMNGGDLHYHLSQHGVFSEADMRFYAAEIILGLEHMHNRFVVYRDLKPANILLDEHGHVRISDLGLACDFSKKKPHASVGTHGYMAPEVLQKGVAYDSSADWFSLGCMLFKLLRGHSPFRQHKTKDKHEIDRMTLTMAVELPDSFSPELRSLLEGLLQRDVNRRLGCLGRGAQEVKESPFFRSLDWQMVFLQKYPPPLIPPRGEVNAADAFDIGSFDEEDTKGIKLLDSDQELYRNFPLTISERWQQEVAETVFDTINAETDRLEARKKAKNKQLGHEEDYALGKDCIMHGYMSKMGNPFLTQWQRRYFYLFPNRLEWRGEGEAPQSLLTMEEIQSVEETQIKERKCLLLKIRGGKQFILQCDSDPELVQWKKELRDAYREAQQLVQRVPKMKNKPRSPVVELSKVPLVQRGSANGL
# LAP4-GFP MLPCN: modulators of LAP4-GFP expression in yeast, primary screen, S. cerevisiae, multiplex flow cytometry, MLPCN library. GFP response vs DMSO, % at 10 µM. AID 2023, 2009. 320,000 compounds, 0.34% hits. 3 h; median GFP as percent of DMSO wells;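 active means GFP response vs DMSO above a set limit, about the screen mean plus 3 SD, cut at about 150% in these data; inconclusive means under 70 cell events counted for the yeast strain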
# VLA-4 inh: inhibition in human VLA-4 binding assay, primary screen, VLA-4 allosteric modulator project, MLPCN library, flow cytometry, VLA-4 expressing cells | Integrin alpha-4 (Homo sapiens), P13612 | ligand binding flow cytometry | inhibition, % (about 7 µM as worked out from the volumes in the protocol) | 330,000 compounds, 0.2% hits | AID 2557, 2010; in the data active means inhibition above about 50%
# MEP2 TOR yeast: modulators of MEP2-GFP levels in yeast, primary screen, S. cerevisiae, multiplex flow cytometry, MLPCN library; S. cerevisiae MEP2-GFP strain, 3 h; 100% = DMSO control level; GFP response vs DMSO, % at 10 µM; 330,000 compounds, 0.51% hits;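 active means GFP response versus DMSO above a set limit, roughly screen mean plus 3 SD, cut at about 180% in these data; inconclusive means fewer than 70 cells counted for a yeast strain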;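 further: median GFP fluorescence of the barcode-gated MEP2-GFP cells per well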
# Numbers without * were called inactive; ? = inconclusive; nt = not tested or not shown; [ ] = another dose, or the depositor's remark. Rows were taken by chance. Share with any hit: about 1.7%.
SMILES,RPL19A-GFP yeast,CIT2-GFP yeast,AGP1 TOR yeast,Yeast superoxide,GRK2 inh,LAP4-GFP MLPCN,VLA-4 inh,MEP2 TOR yeast
CCC1C(=O)N=C(SCC(=O)NC2CCCCC2)NC1=O (stereo not drawn),99,103,93,88,1,91,3,108
COC(=O)c1cccnc1NC(=S)NNC(=O)c1ccncc1,100,109,101,98,2,99,17,101
CCOc1ncccc1C(=O)OCc1ccc(C(=O)OC)o1,90,101,98,107,1,97,-2,102
COCCN1C(=O)C(=O)/C(=C(/O)c2ccc(S(=O)(=O)N3CCOCC3)cc2)C1c1ccc(O)cc1 (stereo not drawn),104,94,104,97,0,105,1,101
CCN(CC)Cc1c(C(=O)N/N=C/c2cccnc2)nnn1-c1nonc1N,106,107,104,91,5,94,-3,105
Cc1cc(C)c(C#N)c(N2CCCC2)n1,97,100,101,104,0,100,1,101
Cc1cc(C)c2c(c1)[C@@H]1C=CC[C@@H]1[C@H](c1ccc(S(=O)(=O)N3CCOCC3)cc1)N2,89,85,87,104,0,105,-284,82
C=CCN(C(=O)CNC(=O)c1ccco1)C(C(=O)NC1CCCCC1)c1ccccc1 (stereo not drawn),115,116,124,93,1,117,0,117
COc1ccc(CC(=O)NCC2CCCN(Cc3cccc(SC)c3)C2)cc1 (stereo not drawn),105,101,99,98,0,95,-5,107
COc1ccccc1C(=O)N/C(=C\c1ccccc1)C(=O)NCc1ccco1,90,107,81,105,0,92,-12,116
Cc1ccc(SCC(=O)NCCSCc2ccccc2)cc1,96,88,97,101,0,90,26,91
COc1cc(NC(=O)CN2CCN(c3ccccn3)CC2)cc(OC)c1OC,104,111,101,100,0,98,-7,104
O=C(CCC(=O)Nc1ccccc1Cl)NNC(=O)C1CCCCC1,92,95,102,74,1,100,-9,97
Cc1cc(-c2csc(NC(=O)c3ccc(=O)n(C)n3)n2)c(C)n1CC1CCCO1 (stereo not drawn),103,99,102,107,3,97,16,105
C(=N\Nc1ccccc1)/c1nc2ccccc2s1,93,88,94,107,3,116,3,97
O=C(NCCCn1ccnc1)/C(=C\c1ccc(Br)cc1)NC(=O)c1ccccc1F,97,100,97,97,0,99,-8,101
O=C(Nc1cccc(C(F)(F)F)c1)c1ccc2nc(N3C(=O)CCC3=O)sc2c1,93,95,93,119,0,102,-1,98
CCOc1ccccc1C(=O)Nn1c(C2CCC2)nc2ccccc2c1=O,102,111,102,92,0,98,-14,104
Cc1cnc(C(=O)Nc2nnc(C3CC3)s2)cn1,101,112,106,104,2,90,-3,106
CCOc1cc(C2C3=C(CC(C)(C)CC3=O)N(CCCOC)C3=C2C(=O)CC(C)(C)C3)ccc1OC,109,102,12,95,0,87,10,108
O=c1c2c3c(sc2ncn1Cc1ccc(F)cc1)CCC3,97,80,93,105,0,111,-9,94
CCC(Oc1ccccc1)C(=O)Nc1nc2ccccc2[nH]1 (stereo not drawn),92,83,86,85,0,96,6,89
N/C(=N\O)c1ccc(Oc2ccccc2Cl)c([N+](=O)[O-])c1,97,90,95,98,0,100,-7,97
Cc1ccc(C(=O)OC(C)CN2CCN(C)CC2)cc1 (stereo not drawn),104,98,108,109,1,115,29,112

# Part of the list above, reduced to RPL19A-GFP yeast, VLA-4 inh and CIT2-GFP yeast:
SMILES | RPL19A-GFP yeast | VLA-4 inh | CIT2-GFP yeast
COc1cc(NC(=O)CN2CCN(c3ccccn3)CC2)cc(OC)c1OC | 104 | -7 | 111
O=C(CCC(=O)Nc1ccccc1Cl)NNC(=O)C1CCCCC1 | 92 | -9 | 95
Cc1cc(-c2csc(NC(=O)c3ccc(=O)n(C)n3)n2)c(C)n1CC1CCCO1 (stereo not drawn) | 103 | 16 | 99

# Additional results follow.
SMILES,RPL19A-GFP yeast,CIT2-GFP yeast,AGP1 TOR yeast,Yeast superoxide,GRK2 inh,LAP4-GFP MLPCN,VLA-4 inh,MEP2 TOR yeast
OC(CCN1CCCCC1)(c1ccccc1)c1ccccc1,98,85,87,114,5,104,2,90
CCN(Cc1ccccc1)C(=O)CCS(=O)(=O)c1ccc2c(c1)CCN2C(C)=O,98,100,108,109,1,106,17,96
N#Cc1c(N)nc2c(c1-c1ccc(F)cc1)CCC2,103,nt,nt,110,0,nt,5,107
CCOC(=O)N1CCC(N2CCN(Cc3ccc(F)c(F)c3)C(CCO)C2)CC1 (stereo not drawn),102,104,99,114,0,90,8,103
CC(C)(C)SCCNC(=O)/C=C/c1ccccc1,99,91,103,102,3,111,2,100
Cc1cccc(C)c1OCC(=O)N/N=C/C=C/c1ccco1,97,89,89,95,5,98,-7,97
COC(=O)c1c(C)[nH]c(C)c1C(=O)c1ccccc1Cc1ccccc1,103,91,93,97,1,108,-2,99
O=C(O)c1ccc(N=c2oc3cc(O)ccc3cc2C(=O)NCc2ccccc2)cc1,117,100,91,83,1,96,-9,105
COc1nc(NC(=O)c2ccc(F)cc2)nc(OC)c1-c1ccccc1,96,91,92,92,1,90,-19,91
COc1ccc(C(=O)NCCNc2nc3c(C)cccc3cc2C#N)cc1,104,104,103,99,2,99,-8,101
O=C(Nc1ccc(Cl)c(S(=O)(=O)N2CCOCC2)c1)c1ccncc1,99,118,101,87,3,88,0,106
COc1cccc(OC)c1C(=O)Nc1cccc(-c2ccc3nncn3n2)c1,102,107,103,99,2,101,27,101
CSCCC(NC(N)=O)C(=O)Nc1ccc(F)c(Cl)c1 (stereo not drawn),105,105,110,109,32,100,7,109
COC(=O)[C@@H](NC(=O)Nc1cccc(Br)c1)C(C)C,104,101,102,100,3,89,9,105
CC(C)(C)OC(=O)N1CCC2(CC1)Oc1ccc(F)cc1C(=O)C21CC(c2cccnc2)=NO1 (stereo not drawn),94,69,79,109,0,109,5,89
CCCn1nnnc1NCc1cccc(OC)c1,98,96,95,108,0,92,4,95
CN1CCc2nc3sc(C(=O)C45CC6CC(CC(C6)C4)C5)c(N)c3cc2C1,73[may fluoresce violet],?,25[may fluoresce violet],95,51*,120[may fluoresce violet],-9,257*[may fluoresce violet]
COC(=O)C1=C(C)Nc2ccc(C)cc2S1,93,93,88,96,1,96,5,94
O=c1cc(-c2ccc([N+](=O)[O-])cc2)c2cc3c(cc2[nH]1)OCCO3,97,101,103,90,6,107,9,106
O=[n+]1c2c(n([O-])c3cc(F)c(N4CCCC4)cc31)CCC2,99,105,102,104,10,104,5,101
COc1ccc(CC(NC(C)=O)C(=O)NC2CCN(c3c4c(nc5ncnn35)CCC4)CC2)cc1 (stereo not drawn),98,93,95,108,3,101,7,105
CCOC(=O)c1c(NC(=O)CN2CCCCC2)sc2c1CCCC2O (stereo not drawn),99,101,104,97,0,98,-37,103
COc1ccc(C(C)=O)cc1CSc1ccc(S(=O)(=O)N2CCCCC2)cn1,89,89,92,81,14,96,2,93
CC(C)NC(=O)c1c(O)c2cccc3c2n(c1=O)CCC3,102,103,98,105,1,83,11,104
Cc1cc(NC(=O)COC(=O)CC2CCCC2)c([N+](=O)[O-])cc1C,106,102,86,97,6,79,11,105
Brc1ccc(-c2ccc(C3Nc4cccc5cccc(c45)N3)o2)cc1,93,72,94,86,2,155*,-19,90
Cn1c(=O)c2ncn(CC(=O)NC3CCCCCC3)c2n(C)c1=O,93,93,95,98,0,98,20,103
COc1cccc(C2=NOC(C(=O)N3CCN(C(=O)c4ccco4)CC3)C2)c1 (stereo not drawn),107,104,113,102,0,110,17,113
Cc1cccc(N2CCN(C(c3cccs3)c3nnnn3C(C)(C)C)CC2)c1C (stereo not drawn),101,103,101,101,2,102,0,107
CN(C)c1nc(OCCNC(=O)COc2ccc(Cl)cc2Cl)nc(N(C)C)n1,96,91,94,104,2,92,10,98
Cc1cc(NC(=O)CSc2nccn2-c2ccc(Cl)cc2)no1,106,109,104,96,0,108,-3,103
COc1ccccc1N=C1SC(C)CN1C(=O)C1CCC1 (stereo not drawn),102,109,103,96,1,101,-8,99
COc1ccc(C[C@@H]2CN3C(=NC[C@@H]3C)N2C[C@H](C)NC(=O)c2ccc(C)c(Br)c2)cc1,97,94,98,109,0,99,3,93
C=CCn1c(Cc2cccs2)nnc1SCC(=O)Nc1ccc(C(=O)OCC)cc1,100,nt,92,100,0,95,4,96
Cc1ccccc1OCc1nnc(SCC(=O)Nc2c(C)n(C)n(-c3ccccc3)c2=O)n1-c1ccccc1,105,103,101,81,1,91,5,103
CC(C)N1CSC(=S)N(Cc2ccccc2)C1,91,100,90,103,0,94,-12,114
COc1ccccc1C(=O)NCCC(=O)Nc1ncccc1O,96,86,78,102,0,69,0,91
CCn1c(=O)c(C(=O)CC#N)c(N)n(Cc2ccccc2)c1=O,94,92,105,99,2,116,-7,98
CCN(CC)C(=O)Cn1cc(C(=O)C(=O)NCCCN2CCOCC2)c2ccccc21,98,94,94,95,0,83,-15,89
O=C(CC(=O)NC1CCCCC1)N/N=C/c1ccccc1Cl,102,98,98,108,4,90,0,106
O=C(COC(=O)c1cc([N+](=O)[O-])ccc1N1CCOCC1)NCc1ccc(F)cc1,100,96,100,101,0,100,16,102

# Of the compounds above, 14 have an aryl methoxy group.
SMILES,RPL19A-GFP yeast,CIT2-GFP yeast,AGP1 TOR yeast,Yeast superoxide,GRK2 inh,LAP4-GFP MLPCN,VLA-4 inh,MEP2 TOR yeast
COc1ccc(CC(=O)NCC2CCCN(Cc3cccc(SC)c3)C2)cc1 (stereo not drawn),105,101,99,98,0,95,-5,107
COc1ccccc1C(=O)N/C(=C\c1ccccc1)C(=O)NCc1ccco1,90,107,81,105,0,92,-12,116
COc1cc(NC(=O)CN2CCN(c3ccccn3)CC2)cc(OC)c1OC,104,111,101,100,0,98,-7,104
CCOc1cc(C2C3=C(CC(C)(C)CC3=O)N(CCCOC)C3=C2C(=O)CC(C)(C)C3)ccc1OC,109,102,12,95,0,87,10,108
COc1nc(NC(=O)c2ccc(F)cc2)nc(OC)c1-c1ccccc1,96,91,92,92,1,90,-19,91
COc1ccc(C(=O)NCCNc2nc3c(C)cccc3cc2C#N)cc1,104,104,103,99,2,99,-8,101
COc1cccc(OC)c1C(=O)Nc1cccc(-c2ccc3nncn3n2)c1,102,107,103,99,2,101,27,101
CCCn1nnnc1NCc1cccc(OC)c1,98,96,95,108,0,92,4,95
COc1ccc(CC(NC(C)=O)C(=O)NC2CCN(c3c4c(nc5ncnn35)CCC4)CC2)cc1 (stereo not drawn),98,93,95,108,3,101,7,105
COc1ccc(C(C)=O)cc1CSc1ccc(S(=O)(=O)N2CCCCC2)cn1,89,89,92,81,14,96,2,93
COc1cccc(C2=NOC(C(=O)N3CCN(C(=O)c4ccco4)CC3)C2)c1 (stereo not drawn),107,104,113,102,0,110,17,113
COc1ccccc1N=C1SC(C)CN1C(=O)C1CCC1 (stereo not drawn),102,109,103,96,1,101,-8,99
COc1ccc(C[C@@H]2CN3C(=NC[C@@H]3C)N2C[C@H](C)NC(=O)c2ccc(C)c(Br)c2)cc1,97,94,98,109,0,99,3,93
COc1ccccc1C(=O)NCCC(=O)Nc1ncccc1O,96,86,78,102,0,69,0,91
